Source: PubChem BioAssay (several laboratories)
CHRM5 PAM: human M5 muscarinic receptor positive allosteric modulators, primary screen, CHO-K1 cells, Fluo-8 calcium fluorescence; Muscarinic acetylcholine receptor M5 (Homo sapiens), P08912; CHO-K1 hM5, ACh EC20 PAM; 0% = ACh EC20, 100% = ACh EC100; activation, % at 3 µM; 360,000 compounds, 0.3% hits; AID 624038, 2012;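 active = activation above the run cutoff, the mean activation of all test compounds plus 3 SD, cut at about 18% in these data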
Target sequence (P08912 whole entry, looked up): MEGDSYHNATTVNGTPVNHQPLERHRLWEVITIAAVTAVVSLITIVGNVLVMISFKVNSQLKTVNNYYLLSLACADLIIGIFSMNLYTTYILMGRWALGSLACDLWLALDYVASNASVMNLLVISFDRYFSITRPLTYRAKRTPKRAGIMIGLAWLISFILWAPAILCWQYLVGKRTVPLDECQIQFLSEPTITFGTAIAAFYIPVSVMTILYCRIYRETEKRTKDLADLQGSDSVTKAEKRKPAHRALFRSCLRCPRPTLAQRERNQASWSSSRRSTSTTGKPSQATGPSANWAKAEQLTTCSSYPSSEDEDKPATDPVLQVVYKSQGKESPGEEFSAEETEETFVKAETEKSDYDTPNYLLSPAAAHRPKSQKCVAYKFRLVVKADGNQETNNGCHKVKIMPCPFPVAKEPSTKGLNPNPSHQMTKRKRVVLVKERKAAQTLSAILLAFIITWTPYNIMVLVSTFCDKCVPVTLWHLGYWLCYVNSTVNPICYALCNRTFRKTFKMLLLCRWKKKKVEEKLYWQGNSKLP
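System: CHO-K1 hM5 cells. Reagent: acetylcholine, EC20 level. Compound dosing: single dose, 3 µM nominal final test concentration. Timing: Post-acetylcholine fluorescence recording 140 s. Detection: Fluo-8 calcium fluorescence. Read-out: % activation, ACh-normalized. Benchmarks: ACh EC20 and EC100 wells. Repeats: singlicate, one well per test compound.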
TAAR1 antag: human TAAR1 antagonists, primary screen, Fluo-8 calcium fluorescence, CHO RD-HGA16 cells. antagonist. AID 624466, 2012. inhibition, % at 3 µM. Trace amine-associated receptor 1 (Homo sapiens), Q96RJ0. 360,000 compounds, 1.5% hits;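 active = inhibition above a per-plate cutoff, the mean inhibition of test compounds on that plate plus 3 SD, cut at about 49% in these data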;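 note: 0% = DMSO plus EC80 beta-PEA response and 100% = DMSO alone without agonist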
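Material: RD-HGA16 CHO cells with stable hTAAR1 and Gα16; Dosing: single nominal final test compound concentration of 3 µM; Schedule: seeding 17-24 h prior, 75-min 37 °C, 30-min RT dye loading; Detection: kinetic Fluo-8 calcium fluorescence measurement; Measure: % inhibition from peak post-agonist over basal fluorescence ratio; Benchmarks: vehicle and agonist controls.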
CRFR2-BP antag: antagonists of CRF-BP/CRF-R2 complex, primary screen, cell-based, HEK293, calcium dye fluorescence, uHTS; inhibition, % at 11.8 µM; 350,000 compounds, 0.59% hits; CRF-induced calcium fluorescence;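 active = inhibition of the ligand-induced calcium signal above about 50% at the single tested concentration, limit read from the data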
CHRM5 antagonist: human M5 muscarinic receptor antagonists, primary screen, CHO cells, Fluo-8 calcium fluorescence; 360,000 compounds, 0.59% hits; inhibition, % at 3 µM; CHO-hM5 cells, ACh EC80; AID 624040, 2012; Muscarinic acetylcholine receptor M5 (Homo sapiens), P08912;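 active = inhibition above a per-plate cutoff, the mean of that plate's test compounds plus 3 SD, cut at about 27% in these data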;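 note: 0% = acetylcholine EC80 with DMSO and 100% = DMSO without agonist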
CRFR2-BP ag: agonists of CRF-BP/CRF-R2 complex, primary screen, cell-based, HEK293, calcium dye fluorescence, uHTS. CRF-binding protein / CRF receptor 2 complex (human). 350,000 compounds, 0.46% hits. activation, % at 13.2 µM. calcium dye fluorescence (FLIPR); percent of saturating CRF peptide response. AID 588473, 2011;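 active = activation of at least 50%, plus an integration ratio under a set limit after plate pattern correction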;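 note: plate controls were neutral control wells without compound for no effect and CRF at EC100 for full effect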
M5 ag: human M5 muscarinic receptor agonists, primary screen, CHO-K1 cells, Fluo-8 calcium fluorescence | 360,000 compounds, 0.19% hits | CHO-K1 hM5 cells; 0% DMSO wells, 100% maximal acetylcholine response | activation, % at 3 µM | AID 624037, 2012 | Muscarinic acetylcholine receptor M5 (Homo sapiens), P08912;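 active = activation above the run's mean over test compounds plus 3 SD, cut at about 23% in these data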;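 note: signal is peak over basal fluorescence ratio across the kinetic read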
CHRM4 PAM: human M4 muscarinic receptor positive allosteric modulators, primary screen, CHO-K1 cells, Fluo-8 calcium fluorescence. CHO-K1 hM4/Gqi5, ACh EC20; 0% = ACh EC20, 100% = maximal ACh. activation, % at 3 µM. 360,000 compounds, 0.4% hits;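 active = activation above its plate's cutoff, the mean activation of sample wells plus 3 SD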; note: some results filed as inactive read as strong as hits
Target sequence (P08173 whole entry, looked up): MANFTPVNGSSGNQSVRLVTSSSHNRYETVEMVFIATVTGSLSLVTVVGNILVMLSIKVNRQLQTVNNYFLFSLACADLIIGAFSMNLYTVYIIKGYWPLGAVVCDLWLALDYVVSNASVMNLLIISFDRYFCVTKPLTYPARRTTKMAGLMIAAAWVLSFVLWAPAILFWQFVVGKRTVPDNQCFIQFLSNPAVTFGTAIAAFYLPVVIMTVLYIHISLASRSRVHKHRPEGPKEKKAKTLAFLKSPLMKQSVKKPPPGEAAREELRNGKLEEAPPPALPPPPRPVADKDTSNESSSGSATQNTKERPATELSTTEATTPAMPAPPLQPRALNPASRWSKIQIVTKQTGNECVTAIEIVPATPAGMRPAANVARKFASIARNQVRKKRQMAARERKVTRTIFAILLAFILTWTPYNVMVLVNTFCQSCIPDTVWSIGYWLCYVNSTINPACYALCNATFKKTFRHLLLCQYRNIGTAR
M1 PAM parental: nonselective calcium activators in parental CHO-K1 cells, primary screen, counter-screen for M1 PAM project, cell-based, Fluo-8 calcium fluorescence, full deck, 1536-well; ATP EC20; 0% at ATP EC20, 100% at ATP max; activation, % at 3 µM; 360,000 compounds, 0.02% hits; AID 602247, 2012;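 active = activation above the run cutoff, the mean activation of all test compounds plus 3 SD, cut at about 40% in these data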;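 note: peak over basal fluorescence ratio in a 140 s read after ATP addition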
TAAR1 ag: human TAAR1 agonists, primary screen, Fluo-8 calcium fluorescence, CHO RD-HGA16 cells | Trace amine-associated receptor 1 (Homo sapiens), Q96RJ0 | vehicle wells 0%, saturating PEA agonist 100% | 360,000 compounds, 0.99% hits | activation, % at 3 µM;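 active = activation above the mean activation of all test compounds in the run plus 3 SD, cut at about 38% in these data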
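Signal – calcium-sensitive Fluo-8 signal, excitation 470-495, emission 515-575 nm · System – RD-HGA16 (CHO) cells co-expressing Gα16 and hTAAR1 · Incubation – 17-24 h seeding, 75 min 37 °C dye, 30 min RT · Compound dosing – 3 µM single concentration · Repeats – no replicates (n 1)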
Active calls of the source: *; . = not tested or not shown.

Structure,CHRM5 PAM,TAAR1 antag,CRFR2-BP antag,CHRM5 antagonist,CRFR2-BP ag,M5 ag,CHRM4 PAM,M1 PAM parental,TAAR1 ag
COC(=O)c1ccc(CNC(=O)c2coc3ccccc3c2=O)cc1,3.6,-18.5,4.9,7.0,1.2,0.7,-2.5,11.1,27.1
CCCCNC(=O)NS(=O)(=O)c1ccc(NC(=O)CCC(=O)c2cccs2)cc1,1.0,-4.5,6.2,-1.4,-2.1,-2.4,5.5,25.8,0.3
CN(Cc1ccccc1)C(=O)c1cnc(Cc2c[nH]c3ccccc23)c(I)c1,-7.1,37.8,.,4.4,.,2.9,-10.0,11.4,8.1
O=C(NCc1ccco1)c1cc2nc(-c3ccc4c(c3)OCO4)cc(C(F)(F)F)n2n1,3.6,-3.5,-28.3,-2.7,-0.4,2.6,10.6,-5.3,9.3
O=c1[nH]nc(-c2ccc(F)cc2)cc1Cc1cccs1,3.9,-7.6,3.2,1.6,0.5,0.1,8.8,13.8,9.5
NS(=O)(=O)c1ccc(CCNC(=O)c2cccc([N+](=O)[O-])c2)cc1,-7.0,2.5,16.1,3.2,1.3,-1.3,9.5,19.1,0.8
CCOc1ccccc1NC(=O)C(CC)Sc1nc2ccsc2c(=O)n1CCC(=O)O (stereo not drawn),5.0,-25.8,7.5,9.3,0.9,-4.3,1.5,9.4,3.1
CN(CC(O)COCc1ccccc1F)C1CCCCC1 (stereo not drawn),6.5,-13.6,1.6,5.8,-2.1,-0.8,16.7,15.1,-3.6
CCCCCCCCCCC[C@@H](C[C@@H]1OC(=O)[C@H]1CCCCCC)OC(=O)[C@H](CC(C)C)NC=O,-6.7,-9.2,-8.1,2.1,4.8,0.2,0.7,15.6,0.3
CN1CCN(S(=O)(=O)c2ccc(NN)nc2)CC1,-4.2,-14.8,16.6,8.6,-0.3,0.8,2.3,8.2,0.4
CN(C)C=Nc1ncc2c3ccccc3n(Cc3ccccc3)c2c1C#N,-2.0,-4.3,-41.8,-3.3,-2.6,-1.8,3.1,15.7,9.8
COc1ccccc1NC(=O)CSc1ncnc2c1oc1ccccc12,-3.4,4.6,-1.1,6.3,0.6,-1.5,-2.2,16.5,2.7
c1csc(-c2nn3cnnc3c3ccccc23)c1,-3.0,-20.6,-6.7,9.8,0.0,2.9,4.4,18.9,-0.5
Cc1nc2c(C(=O)NCc3ccc4c(c3)OCO4)c[nH]n2c(=O)c1Cl,-4.5,6.5,1.5,8.2,-0.3,-1.0,2.0,-0.8,7.0
ON(Cc1c(F)cccc1Cl)Cc1c(F)cccc1Cl,5.0,-11.3,7.5,-0.1,-1.1,-16.9,-2.6,4.6,-1.9
O=C(O)CC1C(=O)NCCN1Cc1ccc(F)c(F)c1 (stereo not drawn),0.0,-1.1,-3.0,2.4,0.6,2.9,-7.9,0.0,0.2
O=[n+]1cc(-c2ccc(Cl)cc2)n([O-])c2c1CCC2,3.2,-2.8,13.8,-0.9,2.0,3.2,3.3,13.3,1.1
O=C(Cn1c(SCC(=O)N2CCc3ccccc32)nc2ccccc21)NC1CCCC1,3.0,3.7,-1.0,-6.1,-3.2,-1.3,15.6,15.8,11.9
CC(C)=CCNc1ncnc2c1c(C#N)cn2C1OC(CO)C(O)C1O (stereo not drawn),4.8,-6.2,31.0,4.5,-2.4,1.6,8.3,24.4,1.8
C[C@@H]1CN(C(=O)c2cc(COc3cccc(C(F)(F)F)c3)on2)C[C@H](C)O1,1.1,-0.9,-32.4,-15.0,-13.5,-1.6,16.0,22.9,-2.4
COC(=O)c1c(NC(=O)C(C)C)sc2c1CCN(Cc1ccccc1)C2,-0.6,-29.8,-14.2,-5.2,4.3,0.1,4.0,-6.2,-3.1
O=C(COC(=O)c1cccc(C(=O)OCC(=O)c2ccc(Br)cc2)n1)c1ccc(Br)cc1,5.2,-3.3,0.5,-6.9,2.6,0.4,8.7,-2.1,16.9
CCc1cc(-c2cnnn2Cc2ccc3ccccc3c2)ccc1-c1cn(CC(C)C)nn1,2.6,3.3,11.2,-3.0,3.0,1.3,3.6,5.0,5.8
CC1CCN(C(=O)c2ccc(NC3=C(Cl)C(=O)N(Cc4ccccc4)C3=O)cc2)CC1,0.1,-6.3,5.4,3.0,5.6,14.5,-7.2,-6.2,0.9
O=C(Nc1ccccc1C(F)(F)F)NC1CCCCCCC1,1.5,.,-8.8,4.5,-0.4,-3.0,-1.0,13.2,.
CC(=O)OC(CC(=O)O)C[N+](C)(C)C (stereo not drawn),1.2,-11.9,15.1,-6.6,-0.1,1.0,0.1,25.8,0.6
CN(C(=O)c1cc2nc(-c3ccco3)cc(C(F)(F)F)n2n1)C1CCCCC1,0.6,-4.2,-25.0,-6.0,-1.2,0.9,-2.7,20.9,4.8
CCOCCCNC(=O)CNC(=S)N(Cc1ccc(C)cc1)Cc1ccco1,1.4,-22.5,-3.5,11.6,-0.5,-3.6,2.9,15.9,3.2
Cc1nc2ccc(NS(=O)(=O)c3ccc(F)c(F)c3)cc2s1,-9.5,20.7,-4.7,19.0,4.2,5.4,-2.0,-6.5,4.3
Cn1c(SCc2ccc(C#N)cc2)nnc1-c1cccc(Cl)c1,-0.6,7.2,13.7,4.4,-2.5,-6.7,-13.8,14.9,5.4
COc1cc(NS(=O)(=O)c2ccc(NC(=O)/C=C/C(=O)O)cc2)nc(OC)n1,0.9,-0.1,7.2,2.3,-0.2,3.0,0.3,17.0,3.6
COc1ccc(C(C)=O)cc1Cn1c(C)c(C(=O)NCc2ccc(C(C)C)cc2)sc1=O,-10.2,16.1,.,2.6,.,3.5,-6.1,9.6,4.2
CC(=O)Nc1ccccc1NC(=O)C/C(C)=N/NC(=O)C(=O)Nc1cccc(Cl)c1C,-1.8,16.0,6.9,4.0,-0.5,-4.7,5.6,22.6,-0.9
COCC(=O)OCC(=O)c1cc(C)n(-c2ccc(Br)cc2)c1C,6.3,15.2,-6.5,-4.3,1.9,-2.3,0.5,-11.9,8.0
Cc1ccc(S(=O)(=O)NCc2ccc(C(=O)NCCCN3CCN(C)CC3)cc2)cc1,3.0,5.3,-5.8,-7.4,2.7,-5.4,-3.0,11.0,-0.6
COc1ccc(CNC(=O)Nc2ccc([N+](=O)[O-])cc2)cc1,-18.4,7.9,-17.9,14.8,3.9,6.3,-2.5,-19.9,8.3
Cc1ccc2c(c1)S(=O)(=O)N(C)C(c1ccccc1)=C2,-21.5,53.3*,6.0,12.9,-2.9,-4.3,-3.4,6.3,-0.7
COCCNC(=O)C(c1ccc(O)cc1)N(C(=O)CCC(=O)Nc1nccs1)c1ccc(C)cc1 (stereo not drawn),-10.6,-24.0,-14.2,-1.8,3.4,-4.4,2.4,18.9,9.6
O=C(O)Cn1cnc2c(OCc3ccccc3)ncnc21,-6.0,-17.1,-6.8,-1.3,-1.3,0.1,-1.3,8.2,1.1
C=CCn1c(SCC(=O)Nc2cccc(OC)c2)nnc1-c1cccnc1,1.5,4.4,-9.7,-1.6,5.3,2.1,3.8,-9.4,0.1
O=C(Cc1ccc(Br)cc1)N1CCCCCC1,-2.9,8.5,-7.3,4.8,0.6,-8.0,2.4,-4.8,6.2
COCCN(C(=O)CSc1nnc(-c2ccc(C(C)(C)C)cc2)n1N)c1c(N)n(CC(C)C)c(=O)[nH]c1=O,8.7,7.2,-10.1,1.6,6.7,-0.6,11.4,12.8,0.7
NC(=O)c1ccc(CN2CCc3ccccc3C2)cc1,-7.1,-0.9,-9.4,0.2,-0.7,-0.5,5.1,-3.8,5.1
CCCCNC(=O)c1cc(-c2ccccc2)sc1N,21.0*,-21.5,.,-15.1,.,7.3,17.8,.,4.4
COc1cccc(N2CC(C(=O)Nc3nnc(SCC(=O)NC4CCCC4)s3)CC2=O)c1 (stereo not drawn),2.4,-14.0,-9.2,0.3,1.9,-4.3,7.7,-1.4,0.2
COCCCN(C(=O)c1cc(C)oc1C)c1c(N)n(CC(C)C)c(=O)[nH]c1=O,-13.4,-8.3,0.3,8.8,0.8,2.5,1.2,-21.5,1.5
Cc1cccc(Cn2c(N3CCN(CCO)CC3)nc3c2c(=O)[nH]c(=O)n3C)c1,-8.2,-11.3,-1.5,11.7,2.2,-0.3,-8.3,-11.3,0.8
CN(C)C(CNS(=O)(=O)c1ccc(Cl)cc1)c1cccnc1 (stereo not drawn),-0.3,-18.4,25.6,-3.7,-3.2,2.0,1.2,20.1,1.0
O=C(CN1C(=O)NC2(CCc3ccccc32)C1=O)Nc1ccc(N2CCOCC2)cc1 (stereo not drawn),-1.1,8.2,6.8,-5.3,-1.1,1.0,7.4,5.4,9.3
Cc1ccc2cc(C#N)c(N3CCCN(S(=O)(=O)c4ccc(F)cc4)CC3)nc2c1,-1.8,3.1,-79.5,-4.1,9.1,2.0,3.2,5.0,4.0
O=C(O)C(c1ccccc1)C1(O)CCCC1 (stereo not drawn),-8.4,8.3,96.9*,-3.5,0.5,0.5,6.6,18.2,0.0
CCOC(=O)C(C(=O)OCC)c1cc(Br)c2noc3c2c1C(=O)c1ccccc1-3,2.9,72.7*,22.6,33.5*,5.7,6.2,-5.8,12.0,59.2*
COc1ccc(CC(=O)Nc2nnc(SCC(=O)NCc3ccco3)s2)cc1OC,2.4,-14.2,5.7,8.4,-2.1,0.4,2.6,19.4,-0.1

3 entries from above, arranged by the number in M5 ag, falling.
| Structure | M5 ag |
| --- | --- |
| Cc1nc2ccc(NS(=O)(=O)c3ccc(F)c(F)c3)cc2s1 | 5.4 |
| CC(C)=CCNc1ncnc2c1c(C#N)cn2C1OC(CO)C(O)C1O (stereo not drawn) | 1.6 |
| O=C(Cn1c(SCC(=O)N2CCc3ccccc32)nc2ccccc21)NC1CCCC1 | -1.3 |
